Screens (PubChem)
SKKanGAS inh = inhibitors of SKKanGAS S. pyogenes growth in kanamycin (SK-promoter or general growth effect); BacTiter-Glo, 6 h; actives 1.3% (n = 300,000); inhibition, % at 7.5 µM;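 active = mean replicate score, as percent of positive control median, at least 50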;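 also: strain carries kanamycin resistance gene driven by streptokinase promoter and grows in 40 µg/ml kanamycin; loss of luminescence reflects streptokinase promoter inhibition or plain growth inhibition; 0% = median of DMSO wells and 100% = positive control at its reference dose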
IEC-6 tox = counter-screen for KLF5 inhibitors: cytotoxicity in IEC-6 cells; IEC-6 cytotoxicity, luminescence viability; inhibition, % at 5 µM; actives 0.78% (n = 290,000); AID 1825; in the data active = inhibition above about 22%;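 also: 0% = plate median of test compound wells and 100% = cytotoxic reference compound wells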
MrgX1 antag = human MrgX1 receptor antagonism, primary screen | MRGX1-HEK293 calcium flux, Fluo-4, BAM8-22 antagonism; active compounds read low | B-score at 10 µM | actives 1.3% (n = 310,000) | AID 588676;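 active = calcium-response B-score plate-corrected more than 3 library SD below zero, starting fluorescence within 5 deviations, no agonist response on first addition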;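 also: peak minus trough fluorescence over baseline after final BAM8-22 challenge near maximal dose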
Target sequence (Q96LB2 whole entry, looked up): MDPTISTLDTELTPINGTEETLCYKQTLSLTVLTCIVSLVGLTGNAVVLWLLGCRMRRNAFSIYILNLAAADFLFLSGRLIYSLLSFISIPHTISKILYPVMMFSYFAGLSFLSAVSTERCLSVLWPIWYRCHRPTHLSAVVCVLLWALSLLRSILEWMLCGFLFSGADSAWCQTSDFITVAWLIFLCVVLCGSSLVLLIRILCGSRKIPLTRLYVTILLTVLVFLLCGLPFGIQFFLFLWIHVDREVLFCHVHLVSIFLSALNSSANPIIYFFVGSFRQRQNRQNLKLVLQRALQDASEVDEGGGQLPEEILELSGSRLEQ
TRPC4 block = inhibitors of mouse TRPC4 channel; Q9QUQ5; HEK293 TRPC4beta/mu-opioid, DAMGO-evoked Fluo4 calcium flux; active compounds read low; B-score at 10 µM; actives 0.39% (n = 300,000); AID 2247;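 active = B-score over 3 SD under the library average, no early fluorescence shift, positive overall ratio signal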
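Assay system – HEK293 line stably carrying TRPC4beta and mu-opioid receptor · Doses – single dose · Detection – Fluo4 calcium-dye fluorescence, kinetic read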
TRPC4 potent = allosteric potentiators of mouse TRPC4 channel | Q9QUQ5 | HEK293 TRPC4beta/mu-opioid, DAMGO EC20, Fluo-4 Ca2+ flux; active compounds read high | B-score at 10 µM | actives 0.42% (n = 310,000) | AID 2227;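 active = B-score of calcium response area above 5 SD of library B-scores, with initial fluorescence ratio within 5 SD of library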;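 also: B-score of integrated fluorescence ratio over time as area under calcium response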
TRPC6 act = activators of mouse TRPC6 channel. Q61143. B-score at 10 µM. HEK293-TRPC6 membrane potential dye fluorescence; active compounds read high. AID 2550. actives 0.13% (n = 310,000);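 active = B-score of the integrated fluorescence ratio above library mean plus 3 SD, and starting fluorescence ratio within library mean plus 5 SD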;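 also: higher score means more depolarization so channel activation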
aSyn 5UTR inh = 5' untranslated region of α-synuclein, MLPCN primary screen. alpha-synuclein 5'UTR reporter, inhibitor activity. inhibition, % (tested at 7.5 µM). actives 0.82% (n = 300,000); in the data active = inhibition above about 60%;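 also: H4 neuroglioblastoma cells stably carrying SNCA 5'UTR luciferase fusion; 0% = DMSO wells and 100% = positive control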
HIF activator = HIF pathway transcriptional activation; AID 1910; activation, % at 7.5 µM (by protocol); U2OS HRE-luciferase reporter, luminescence; normalized: DMSO 0%, desferrioxamine 100%; actives 0.32% (n = 300,000);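 active = mean activation of at least 10% of the iron chelator positive control signal, with at least half of replicates also reaching 10%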
TRPC4 act = activators of mouse TRPC4 channel | HEK293 TRPC4beta/mu-opioid, Fluo4 calcium fluorescence; active compounds read high | actives 0.49% (n = 310,000) | Q9QUQ5 | B-score at 10 µM | AID 2237;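 active = B-score above 5 SD of library B-scores, and initial fluorescence ratio not above library mean plus 5 SD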;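 also: positive B-score marks a calcium rise read as TRPC4 activation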
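Assay system: HEK293 cells stably co-expressing mouse TRPC4beta and mu-opioid receptor / Timing: Fluo4 dye loading 45 min at room temperature, 110 s recording / Signal: Fluo4 calcium-sensitive dye fluorescence, kinetic, 1 Hz baseline / Read-out: integrated baseline-normalised fluorescence ratio, converted to per-well B score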
KLF5 inh = inhibitors of KLF5 expression; DLD-1 KLF5 promoter-luciferase reporter, luminescence; inhibition, % at 5 µM; actives 0.23% (n = 290,000); AID 1700;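 active = inhibition above a per-plate limit of that plate's mean compound inhibition plus 3 SD, cut at about 60% in these data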;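 also: 0% = DMSO wells and 100% = LY294002 at 200 µM; higher means less KLF5 promoter-driven luciferase light; inactives centre near -14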
TRPC6 inh = blocks the mouse TRPC6 cation channel | HEK293-TRPC6, membrane potential dye, ACh-evoked depolarization; active compounds read low | B-score at 10 µM | actives 1.1% (n = 310,000) | AID 2553;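 active = B-score under library mean minus 3 SD, initial fluorescence not abnormally high, positive integrated signal ratio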;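 also: B-score derived from integrated fluorescence ratio over the kinetic read; more negative B-score means stronger inhibition of depolarization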
An asterisk follows results filed as active; i = inactive; . = no result given.

Every second line gives: SKKanGAS inh	IEC-6 tox	MrgX1 antag	TRPC4 block	TRPC4 potent	TRPC6 act	aSyn 5UTR inh	HIF activator	TRPC4 act	KLF5 inh	TRPC6 inh
Nc1ncc(-c2nnnn2-c2ccc(Cl)cc2)c(-c2ccc(Cl)cc2)n1
    -2	18	i	i	i	i	10	-1.1	i	28	i
O=C(NC1CCCC1)c1ccc2c(c1)N(Cc1ccc(F)cc1)CCS2
    0	-1	i	i	i	i	-12	3.6	i	-28	i
CCOc1ccc(Oc2ccccc2NC(=O)CN2C(=O)NC3(CCCC3)C2=O)cc1
    0	.	i	i	i	i	-9	-2.1	i	.	i
Cc1oc(-c2cccc(Cl)c2)nc1CSCC(=O)O
    0	1	i	i	i	i	27	-0.7	i	-23	i
CC(=O)c1sc(NC(=O)c2c(F)cccc2F)nc1-c1ccccc1
    0	-6	i	i	i	i	-15	-0.2	i	-59	i
Cc1cc(C)nc(NN2C(=O)C=CC2=O)n1
    -2	7	i	i	i	i	-3	2.1	i	-29	i
CCOC(=O)CN1C(=O)c2ccccc2Sc2ncccc21
    -2	0	i	i	i	i	-33	1.6	i	-26	i
Cc1ccc(-n2nc3c(=O)n(CC(=O)NCCc4cccs4)nc(C)c3c2C)cc1
    1	6	i	i	i	i	43	0.1	i	-8	i
CC(C)c1ccc(OCC(=O)NNC(=S)NC(=O)C2CC2)cc1
    96*	10	i	i	i	i	-12	-0.2	i	-12	i
Cc1c(C(=O)Nc2ccccc2)cnn1-c1ccccc1
    -3	.	i	i	i	i	-68	2.9	i	.	i
COc1ccc(NS(=O)(=O)c2cccc(C(=O)N/N=C(\C)c3ccncc3)c2)cc1
    -7	1	i	i	i	i	-20	-0.2	i	-6	i
CCOC(=O)c1sc(NC(=O)CSc2ncccn2)nc1C
    -1	-3	i	i	i	i	8	0.3	i	-31	i
CC1(C(=O)NC2CCCC2)CCC(=O)N1Cc1cccs1 (stereo not drawn)
    -6	-7	i	i	i	i	24	-0.8	i	2	i
CCCCNC(=S)N/N=C/c1cccc(OCC)c1O
    -11	19	i	i	i	i	-73	2.7	i	1	i
Cc1ccc(NC(=O)CN2C(=O)NC3(CCCC3)C2=O)c(Cl)c1
    -1	-1	i	i	i	i	8	-19	i	11	i
O=C(NCCN1CCN(c2ccccc2)CC1)c1cccc(Cl)c1
    -2	-2	i	i	i	i	5	-1.0	i	-20	i
COc1ccccc1CNS(=O)(=O)c1c(C)[nH]c(C)c1C(=O)N1CCCCC1
    -1	-4	i	i	i	i	-6	-0.7	i	-12	i
CC(=O)NC1=NN(C(C)=O)C(c2ccc(C(C)C)cc2)S1 (stereo not drawn)
    -11	3	i	i	i	i	-77	-35	i	-35	i
Cc1ccc(CNC(=O)c2sc3ccc(S(=O)(=O)N4CCCCC4)cc3c2N)cc1
    23	2	i	i	i	i	22	-0.3	i	-1	i
CN(c1ccccc1)S(=O)(=O)c1cccc(C(=O)Nc2ccc3c(c2)CCC3)c1
    15	12	i	i	i	i	-13	0.3	i	12	i

Part of the list above, showing only TRPC4 block and HIF activator.
compound	TRPC4 block	HIF activator
COc1ccc(NS(=O)(=O)c2cccc(C(=O)N/N=C(\C)c3ccncc3)c2)cc1	i	-0.2
CCOC(=O)c1sc(NC(=O)CSc2ncccn2)nc1C	i	0.3

(listing goes on)
Every second line gives: SKKanGAS inh	IEC-6 tox	MrgX1 antag	TRPC4 block	TRPC4 potent	TRPC6 act	aSyn 5UTR inh	HIF activator	TRPC4 act	KLF5 inh	TRPC6 inh
CCCCn1c(=O)c(-c2ccccc2)c(O)c2ccccc21
    -1	-7	i	i	i	i	10	0.4	i	-4	i
COc1ccc(NC(=O)c2cc(-c3ccc(OC)c(OC)c3)nc3ccccc23)c(OC)c1
    20	8	i	i	i	i	1	0.0	i	-6	i
Cc1cc(-c2ccc(C(C)C)c(S(=O)(=O)NCc3ccco3)c2)on1
    1	-5	i	i	i	i	-3	0.2	i	-52	i
COc1ccc(CC(=O)Nc2c3c(nn2C(C)(C)C)CS(=O)(=O)C3)cc1
    3	-1	i	i	i	i	-5	-0.6	i	-21	i
Cc1cc(C(=O)N/N=C/C=C/c2cccc([N+](=O)[O-])c2)n[nH]1
    5	-4	i	i	i	i	-1	-0.1	i	2	i
CC(C)NC(=O)c1cc2cc([N+](=O)[O-])ccc2s1
    0	0	i	i	i	i	-10	0.1	i	-9	i
CCOc1cc(C)nc(NCCc2ccc(OC)c(OC)c2)n1
    1	0	i	i	i	i	27	0.1	i	-13	i
CSCC[C@H](NC(=O)[C@H]1CC[C@H](CNC(=O)[C@@H]2CCCN2)CC1)C(=O)O
    -1	-3	i	i	i	i	-6	-3.7	i	11	i
O=C1C(=O)N(CCCO)C(c2ccc(Br)cc2)/C1=C(\O)c1ccc(Br)cc1 (stereo not drawn)
    8	-8	i	i	i	i	4	0.5	i	-22	i
C=CCOc1nc2c(c(=O)n(C)c(=O)n2C)n1C
    -5	2	i	i	i	i	-20	.	i	48	i
c1ccc(COc2ccc(Oc3nc(N4CCCCC4)nc(N4CCOCC4)n3)nn2)cc1
    -3	-4	i	i	i	i	28	-0.4	i	-21	i
CC(=O)n1nc(-c2ccc(C)cc2)nc1NCc1ccco1
    2	3	.	i	i	i	-161	3.3	i	-94	i
Cc1ccc(NC(=O)Cn2ccnc2)cc1C
    -6	6	i	i	i	i	-5	-0.7	i	-34	i
Cc1c(C(=O)NN)sc(-c2ccccc2)c1C#N
    1	-1	i	i	i	i	16	-0.2	i	-17	i
c1ccc2c(c1)ccc1nnnn12
    0	.	i	i	i	i	-35	0.2	i	.	i
O=C(OCc1nc2scc(-c3ccccc3)c2c(=O)[nH]1)c1ccco1
    11	.	i	i	i	i	5	-0.8	i	.	i
COc1cccc(-c2nc(C=O)cs2)c1
    0	3	i	i	i	i	-46	0.1	i	-1	i
COc1cccc(C2=NN(C(=O)c3ccc(C)o3)C(O)(C(F)(F)F)C2)c1 (stereo not drawn)
    25	3	i	i	i	i	17	-0.3	i	-23	i
Cc1ccc(NC(=O)COc2ccc(CCO)cc2-n2nc3ccccc3n2)cc1C
    20	-4	i	i	i	i	-11	0.2	i	-35	i
O=C(COC(=O)c1ccccc1SCC(=O)N1CCCC1)Nc1ccc(OC(F)F)cc1
    -3	.	i	i	i	i	-27	0.1	i	.	i
O=C(Nc1cccnc1Oc1ccc(Cl)cc1)c1cccc2ccccc12
    -31	-9	i	i	i	i	21	-0.6	i	-19	i
Oc1ccc(-c2cn3c(n2)SCC3)cc1
    -3	-2	i	i	i	i	-23	-0.2	i	-31	i
Cc1csc(NC(=O)C2CCN(S(=O)(=O)c3ccccc3F)CC2)n1
    -4	0	i	i	i	i	-6	-0.8	i	-2	i
CCOC(=O)Cc1csc(NC(=O)C(NC(=O)C2CCC(C)CC2)C(C)C)n1 (stereo not drawn)
    0	-2	i	i	i	i	7	-15	i	-24	i
CCN(CC)CCCNC(=O)C1CCCN(c2nnc(N3CCCC3=O)s2)C1 (stereo not drawn)
    -9	0	i	i	i	i	21	-1.0	i	-12	i
COc1ccc(C2c3[nH]c4ccccc4c3CCN2C(=O)c2ccccc2C(C)=O)c(F)c1 (stereo not drawn)
    11	-4	i	i	i	i	12	-2.7	i	-22	i
CCc1ccc(NC(=O)c2cc(Br)ccc2Br)cc1
    16	2	i	i	i	i	-29	2.6	i	-23	i
C#CCOCCOCCOCCNc1nc(N2CCN(C(=O)[C@H](CCCCN)n3cc(CCCC)nn3)CC2)nc(N2CCN(C(=O)[C@H](CCCCN)n3cc(CCCC)nn3)CC2)n1
    -2	-6	i	i	i	i	9	0.1	i	-16	i
CC(C)C(=O)N1CCC2(CC1)Oc1ccc(F)cc1C(=O)C21CC(c2ccccc2)=NO1 (stereo not drawn)
    8	.	i	i	i	i	-4	-0.5	i	.	i
FC(F)Sc1nc(-c2ccccc2)c(-c2ccccc2)n1C(F)F
    9	-3	i	i	i	i	8	-0.3	i	2	i
Cc1noc(C)c1COc1ccc(C(=O)OCC(N)=O)cc1
    9	4	i	i	i	i	6	-0.3	i	-28	i
Cc1ccc(C(=O)NN2C(=O)C3C4C=CC(C4)[C@@H]3C2=O)cc1 (stereo partly drawn)
    -5	-4	i	i	i	i	-7	-0.3	i	-4	i
OC(CNC1Cc2ccccc2C1)COc1ccc(Cl)cc1 (stereo not drawn)
    4	-2	i	i	i	i	-10	-0.6	i	9	i
COc1ccc(CCNC(=O)CSc2nnc(-c3ccc(F)cc3)c3ccccc23)cc1OC
    4	3	i	i	i	i	1	-0.2	i	-23	i
COc1ccc(OC)c(CN2CCN(Cc3cccc4ccccc34)CC2)c1
    16	8	i	i	i	i	3	-0.1	i	-34	i
CC(=NCc1ccc2c(c1)OCO2)C1=C(O)c2ccccc2C1=O
    -3	-2	i	i	i	i	-1	-35	i	-27	i
Cc1ccc(NC(=O)C2CC(=O)N(Cc3ccccc3)C2)cc1S(=O)(=O)N1CCCCCC1 (stereo not drawn)
    1	-1	i	i	i	i	7	-0.4	i	-14	i
COCCCNCCCCOc1cccc(Br)c1
    -6	-2	i	i	i	i	5	-0.3	i	-8	i
COc1ccc(S(=O)(=O)NCCC(C)C)cc1OC
    4	1	i	i	i	i	8	-0.1	i	-7	i
Cc1ccccc1C(=O)NC(=S)N(CCO)Cc1ccccc1
    0	-6	i	i	i	i	-11	0.4	i	-21	i
O=C(Nc1ccc(Cl)c(Cl)c1)O/N=C/c1ccncc1
    56*	3	i	i	i	i	-53	-0.1	i	10	i
COc1ccc(NC(=O)CSc2nnc(-c3cccnc3)o2)cc1
    -2	-5	i	i	i	i	-8	0.0	i	-23	i

Reformatted with bars between the fields: four of the compounds above
structure | SKKanGAS inh | IEC-6 tox | MrgX1 antag | TRPC4 block | TRPC4 potent | TRPC6 act | aSyn 5UTR inh | HIF activator | TRPC4 act | KLF5 inh | TRPC6 inh
COc1ccc(CCNC(=O)CSc2nnc(-c3ccc(F)cc3)c3ccccc23)cc1OC | 4 | 3 | i | i | i | i | 1 | -0.2 | i | -23 | i
OC(CNC1Cc2ccccc2C1)COc1ccc(Cl)cc1 (stereo not drawn) | 4 | -2 | i | i | i | i | -10 | -0.6 | i | 9 | i
O=C(Nc1cccnc1Oc1ccc(Cl)cc1)c1cccc2ccccc12 | -31 | -9 | i | i | i | i | 21 | -0.6 | i | -19 | i
COc1ccc(S(=O)(=O)NCCC(C)C)cc1OC | 4 | 1 | i | i | i | i | 8 | -0.1 | i | -7 | i
